Screening results from PubChem BioAssay.
TRb-SRC2 inh: TRbeta-SRC2 interaction inhibition. P10828. TRbeta-SRC2 peptide binding, fluorescence polarization; receptor liganded with 1 µM T3. Potency, µM (doses to about 106 µM), inactives show at the top dose activity change, negative = inhibition, hits mostly inhibitors. 280,000 tested, 0.065% active;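 further: plate controls were bound peptide for no effect and peptide without receptor for full effect; nearly all actives have a fitted effect of over 50% in size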
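Read-out is fluorescence polarization (555 nm excitation, 632 nm emission) of a Texas Red SRC2 coactivator peptide; loss of signal reflects blocked binding to human TRb ligand-binding domain in the presence of 1 uM T3.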
RECQ1 inh: blocks DNA unwinding by human RECQ1; P46063; RECQ1 DNA unwinding, red fluorescence kinetic read; Potency, µM (top dose mostly 57.3 µM), without a hit: top-dose activity, negative = inhibition, actives largely listed as inhibitors; 240,000 tested, 0.54% active; AID 2549;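 further: plate controls were vehicle for no effect and no enzyme for full effect; nearly all actives have a fitted effect of over 30% in size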
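RECQ1T1 50 nM; forked duplex (20 bp + 30-nt ss tails) 200 nM, ATP 2 mM final; pH 8.0, 2 mM MgCl2, 2.5 ug/ml poly(dI-dC); 15 min compound preincubation; discontinuous kinetic read over 2 h at RT.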
KDM4E inh: blocks human JMJD2E demethylase activity. JMJD2E catalytic domain, FDH-coupled NADH fluorescence (FDH is formaldehyde dehydrogenase). B2RXH2. Potency, µM (titrated, usually from 57.1 µM), for inactives: at the top dose activity change, negative = inhibition, most hits filed as inhibitors. 230,000 tested, 1.6% active. AID 2147; active means well fitted inhibition curve with a large enough effect, not every such curve was filed as active; inconclusive means small, poorly fitted or top-dose-only effect, or another doubt; inactive means no such curve, though single readings can be large or run the other way;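 further: 0% = wells with enzyme and -100% = buffer wells without enzyme; nearly all actives have a fitted effect of over 50% in size; many of its hits are not listed in these tables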
Target sequence (B2RXH2 1-337 limits assumed): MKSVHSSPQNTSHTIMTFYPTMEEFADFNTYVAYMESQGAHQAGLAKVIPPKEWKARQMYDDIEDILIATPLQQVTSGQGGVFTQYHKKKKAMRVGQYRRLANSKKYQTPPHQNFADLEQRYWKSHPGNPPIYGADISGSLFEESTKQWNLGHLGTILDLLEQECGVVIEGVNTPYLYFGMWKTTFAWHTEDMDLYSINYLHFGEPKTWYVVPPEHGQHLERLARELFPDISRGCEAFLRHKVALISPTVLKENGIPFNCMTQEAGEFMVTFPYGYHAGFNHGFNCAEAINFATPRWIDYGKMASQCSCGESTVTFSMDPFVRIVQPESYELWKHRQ
Tau fibril FP: inhibitors of human tau fibril formation | K18 P301L tau heparin fibrillization, Alexa594 FP, 6 h | 280,000 tested, 0.39% active | Potency, µM (series often up to 57.7 µM), for the others: top-dose activity, negative = inhibition, most hits filed as inhibitors | P10636; further: nearly all actives have a fitted effect of over 55% in size
Target sequence (P10636 561-689 P618L limits assumed): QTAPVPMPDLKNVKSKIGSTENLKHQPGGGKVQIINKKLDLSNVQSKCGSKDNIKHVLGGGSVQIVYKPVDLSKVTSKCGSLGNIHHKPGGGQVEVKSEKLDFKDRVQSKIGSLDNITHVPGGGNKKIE
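Human K18 P301L fragment (15 uM unlabeled plus 0.24 uM Alexa 594-labeled) in 100 mM sodium acetate pH 7 with compound, aggregation induced by 20 uM heparin for 6 hr at 37 C. ThT (30 uM) added for 1 hr, then Alexa 594 FP read.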
L3MBTL1 block: inhibitors of human L3MBTL1; AlphaScreen L3MBTL1–H3K9me1 peptide binding; Potency, µM (titrated, usually from 57.1 µM), for the others: at the top dose activity, negative = inhibition, usual class: inhibitors; 230,000 tested, 0.66% active; AID 485360; further: nearly all actives have a fitted effect of over 60% in size
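Read-out is AlphaScreen signal from streptavidin donor and nickel chelate acceptor beads (10 ug/mL final each) bridging L3MBTL1 (50 nM) and biotinylated K9-monomethylated H3(1-15) peptide (75 nM), after 30 min compound exposure at room temperature.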
GoLoco inh red: inhibitors of human Gai1-RGS12 GoLoco interaction (red fluorophore); P63096; Gai1:RGS12 GoLoco peptide FP, rhodamine, 10 min; Potency, µM (titrated, usually from 61.6 µM), inactives show top-dose activity, negative = inhibition, usual class: inhibitors; 230,000 tested, 0.44% active; active means well fitted inhibition curve with a large enough effect, not every such curve was filed as active; inactive means no such curve, though single readings can be large or run the other way; further: nearly all actives have a fitted effect of over 30% in size; many of its hits are not listed in these tables
Target sequence (P63096 whole entry, looked up): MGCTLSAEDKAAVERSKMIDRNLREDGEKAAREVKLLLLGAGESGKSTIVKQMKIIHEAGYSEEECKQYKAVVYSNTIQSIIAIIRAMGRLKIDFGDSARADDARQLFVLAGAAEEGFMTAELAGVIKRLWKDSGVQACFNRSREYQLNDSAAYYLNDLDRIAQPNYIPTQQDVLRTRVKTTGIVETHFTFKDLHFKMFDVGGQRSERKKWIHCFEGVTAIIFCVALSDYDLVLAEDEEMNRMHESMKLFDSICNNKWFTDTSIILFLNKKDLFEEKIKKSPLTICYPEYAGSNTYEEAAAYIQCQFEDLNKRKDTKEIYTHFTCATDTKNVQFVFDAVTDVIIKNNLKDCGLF
TR SRC2 fluor cs: alters Texas Red total fluorescence, flagging assay interference. TRb/SRC2 Texas Red total fluorescence interference. 280,000 tested, 0.29% active. Potency, µM (series often up to 106 µM), inactives show at the highest dose fluorescence change, negative = quenching; active means well fitted curve in either direction with a large enough effect; inconclusive means small, poorly fitted or top-dose-only effect
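Human TRβ ligand-binding domain (0.6 uM) and Texas Red SRC2 peptide (20 nM) in Tris buffer with 1 uM T3 and 5% DMSO were incubated with pinned compound for 5 hr at ambient temperature. Total fluorescence was computed as S + 2P (555/632 nm).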
Tau ThT inhib: blocks human tau fibril formation measured by thioflavin T; P10636; recombinant tau K18 P301L, heparin-induced fibrillization, ThT fluorescence; Potency, µM (top dose mostly 57.4 µM), for the others: at the top dose activity, negative = inhibition, most hits filed as inhibitors; 270,000 tested, 2.1% active; AID 1460; further: nearly all actives have a fitted effect of over 55% in size
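Using a mix of unlabeled (15 uM) and Alexa 594-labeled (0.24 uM) tau K18 P301L, heparin-triggered fibrillization over 6 hr at 37 C was scored by ThT fluorescence.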
Numbers without * were called inactive; i = inactive; ? = inconclusive; · = no result given; & = joins results of further samples; [ ] = another dose, or the depositor's remark. Unless noted, the call rests on the fitted dose curve; in most records, active means well fitted curve in the direction sought with a large enough effect; inconclusive means small, poorly fitted or top-dose-only effect, or another doubt; inactive means no such curve, though single readings can be large; an effect the other way counts as inactive or inconclusive. Unless noted, on the % scale 0 is the no-effect control and ±100 the full control effect; potency means the concentration at half of the fitted maximal effect.

Assay codes – A = TRb-SRC2 inh; B = RECQ1 inh; C = KDM4E inh; D = Tau fibril FP; E = L3MBTL1 block; F = GoLoco inh red; G = TR SRC2 fluor cs; H = Tau ThT inhib
CN(CC(=O)N1CCc2ccccc21)S(=O)(=O)c1cccs1
  A = 0%	B = -11%	C = 3%	D = 3%	E = ·	F = 8%	G = -5%	H = -6%
CCOc1ccc(OCc2cccc(C(=O)Nc3ccc(CN4CCCCC4)cc3)c2)cc1
  A = -3%	B = -17%	C = -8%	D = 5%	E = -11%	F = -6%	G = 2%	H = -14%
N#CC1=C(N)SC(N)=C(C#N)C1CCC1CCCCC1
  A = -16%	B = ?	C = ?	D = -7%	E = -6%	F = 94%[activator]	G = 4%	H = ?
CCOC(=O)CN1CC23C=CC(O2)C(C(=O)NCc2ccc(C)cc2)C3C1=O (stereo not given)
  A = 9%	B = -5%	C = -4%	D = -5%	E = -1%	F = -21%	G = 3%	H = 5%
Cc1sc(NC(=O)c2ccccc2F)c(CN2CCCCC2C)c1C (stereo not given)
  A = 6%	B = 0%	C = ?	D = 7%	E = -12%	F = 8%	G = 1%	H = ?
COc1ccc(CCNc2nc(-c3ccccc3OC)cc(C(F)(F)F)n2)cc1OC
  A = 3%	B = ·	C = ·	D = ?	E = ·	F = ·	G = -4%	H = ?
COCCCn1c(Cc2csc(Nc3ccccc3)n2)nnc1SCC(N)=O
  A = -5%	B = -1%	C = 4%	D = 0%	E = -13%	F = -4%	G = 1%	H = -6%
CN(C)C=Nc1ncc2c3ccccc3n(Cc3ccccc3)c2c1C#N
  A = -13%	B = -4%	C = ?	D = ?	E = 3%	F = -4%	G = 1%	H = 9%
CSc1cccc(NC(=S)N2CCCN(Cc3ccc(F)cc3)C2)c1
  A = 3%	B = -5%	C = 23%	D = ?	E = 2%	F = 8%	G = 1%	H = 10%
CCCNC(=O)OC[C@@H]1O[C@H](CCO/N=C(\C)CCC(=O)OC[C@@H]2O[C@H](c3ccccc3)C=C[C@@H]2Oc2ccc(OC)cc2)C=C[C@@H]1Oc1ccc(OC)cc1
  A = 4%[11.2 µM]	B = 11%[11.5 µM]	C = ·	D = -3%[11.6 µM]	E = ·	F = ·	G = 0%[11.2 µM]	H = -7%[11.5 µM]
CCOc1ccc(CCn2c3c(c(=O)[nH]c2=O)C(NC(=O)c2ccccc2)(C(F)(F)F)C(=O)N3)cc1OCC (stereo not given)
  A = -1%	B = ·	C = ·	D = -1%	E = ·	F = ·	G = 1%	H = -7%
CC(Sc1nc2c(c(=O)n(C)c(=O)n2C)n1Cc1cc2c(cc1Cl)OCO2)C(=O)O (stereo not given)
  A = -6%	B = -12%	C = 3%	D = 5%	E = -2%	F = 7%	G = -4%	H = -12%
Cc1cc(C)c(S(=O)(=O)NCC(c2ccc(N(C)C)cc2)N2CCOCC2)c(C)c1 (stereo not given)
  A = 4%	B = ·	C = ·	D = 1%	E = ·	F = ·	G = -1%	H = ?
Cc1nc2ccn(Cc3cccs3)c(=O)c2cc1C(=O)Nc1ccccc1
  A = -1%	B = ·	C = ·	D = -4%	E = ·	F = ·	G = 4%	H = -1%
Cc1ccc(CNC(=O)c2cccc(-n3cnnn3)c2)cc1
  A = 2%	B = i	C = 2%	D = 0%	E = ·	F = 0%	G = 2%	H = 5%

Next part, overlapping the part above by 3 compounds.
Assay codes – A = TRb-SRC2 inh; B = RECQ1 inh; C = KDM4E inh; D = Tau fibril FP; E = L3MBTL1 block; F = GoLoco inh red; G = TR SRC2 fluor cs; H = Tau ThT inhib
Cc1cc(C)c(S(=O)(=O)NCC(c2ccc(N(C)C)cc2)N2CCOCC2)c(C)c1 (stereo not given)
  A = 4%	B = ·	C = ·	D = 1%	E = ·	F = ·	G = -1%	H = ?
Cc1nc2ccn(Cc3cccs3)c(=O)c2cc1C(=O)Nc1ccccc1
  A = -1%	B = ·	C = ·	D = -4%	E = ·	F = ·	G = 4%	H = -1%
Cc1ccc(CNC(=O)c2cccc(-n3cnnn3)c2)cc1
  A = 2%	B = i	C = 2%	D = 0%	E = ·	F = 0%	G = 2%	H = 5%
O=C(N/N=C/c1cccc(OC2CSC2)c1)c1ccccc1O
  A = -13%	B = -12%	C = ?	D = -13%	E = -8%	F = 48%[activator]	G = -2%	H = -14%
Cc1cccc(N(C)S(=O)(=O)c2ccc3c(c2)NC(=O)CC(=O)N3)c1
  A = 2%&-4%	B = -3%	C = 3%	D = -7%&-6%	E = ·	F = 2%	G = -1%&0%	H = 0%&-4%
Cc1ccccc1NC(=O)CN(C)S(=O)(=O)c1cccc2nsnc12
  A = 2%	B = ·	C = ·	D = -1%	E = ·	F = ·	G = -2%	H = -2%
CN(C)c1ccc(NC(=O)CSc2nnc(-c3cccs3)n2Cc2ccco2)cc1
  A = -18%	B = -7%	C = -6%	D = 5%	E = ·	F = -13%	G = 2%	H = ?
O=C(Cc1ccccc1)NNC(=O)C1CCN(c2ncccn2)CC1
  A = -4%	B = 3%	C = ?	D = -2%	E = 13%	F = -3%	G = 3%	H = 4%
CCn1nc(C)c(C2C(C#N)=C(N)Oc3n[nH]c(C)c32)c1C (stereo not given)
  A = -2%	B = -5%	C = 0%	D = 3%	E = 1%	F = -3%	G = -2%	H = -1%
COc1cccc(Oc2nc3c(c(=O)n(Cc4ccccc4Cl)c(=O)n3C)n2C)c1
  A = 1%	B = ·	C = ·	D = -13%	E = ·	F = ·	G = 2%	H = -10%
CCOC(=O)c1c(NC(=S)Nc2ccc(C)cc2)sc2c1CCC2
  A = -5%	B = i	C = 5%	D = -13%	E = -3%	F = 10%	G = -1%	H = -9%
CC(C)=CCN1CCNC(=O)C1CC(=O)NCc1nc(C)c(C)s1 (stereo not given)
  A = 5%	B = -5%	C = -7%	D = 0%	E = 9%	F = 4%	G = -2%	H = -7%
CCCN1C(=O)c2cc(C(=O)NC3CCCCCC3)ccc2C1O (stereo not given)
  A = -1%	B = -33%	C = 1%	D = -9%	E = -2%	F = -6%	G = 2%	H = -13%
CC1(C)Cc2c(sc3nc(-c4cccs4)n(N)c(=O)c23)CO1
  A = 5%	B = -5%	C = -9%	D = 3%	E = 18%	F = 7%	G = -5%	H = -12%
Cn1c2ccccc2c(=O)n2c(=O)c3ccccc3cc12
  A = 0%	B = 0%	C = 0%	D = -3%	E = -16%	F = ·	G = 3%	H = -1%
Cc1cc(OC(C)C(=O)N(Cc2ccc(N(C)C)cc2)Cc2ccco2)ccc1Cl (stereo not given)
  A = -1%	B = ·	C = ·	D = 11%	E = ·	F = ·	G = 0%	H = -15%
CCOC(=O)CSc1nc(C(C)(C)C)cc(C(F)(F)F)c1C#N
  A = -4%	B = -9%	C = -8%	D = -4%	E = ·	F = 10%	G = -5%	H = -7%
C/C(=N\N1CCN(c2ccccc2)CC1)c1ccncc1
  A = -3%	B = 3%	C = 36%[activator]	D = 3%	E = -8%	F = -2%	G = 0%	H = ?

Random excerpt: 2 compounds from above, in no set order.
Assay codes – A = TRb-SRC2 inh; B = RECQ1 inh; C = KDM4E inh; D = Tau fibril FP; E = L3MBTL1 block; F = GoLoco inh red; G = TR SRC2 fluor cs; H = Tau ThT inhib
CCOC(=O)CSc1nc(C(C)(C)C)cc(C(F)(F)F)c1C#N
  A = -4%	B = -9%	C = -8%	D = -4%	E = ·	F = 10%	G = -5%	H = -7%
CC(C)=CCN1CCNC(=O)C1CC(=O)NCc1nc(C)c(C)s1 (stereo not given)
  A = 5%	B = -5%	C = -7%	D = 0%	E = 9%	F = 4%	G = -2%	H = -7%

The list goes on.
Assay codes – A = TRb-SRC2 inh; B = RECQ1 inh; C = KDM4E inh; D = Tau fibril FP; E = L3MBTL1 block; F = GoLoco inh red; G = TR SRC2 fluor cs; H = Tau ThT inhib
CCn1c(SCC(=O)NCc2cccs2)nnc1-c1cccs1
  A = -1%	B = -3%	C = -3%	D = 0%	E = 11%[11.4 µM]	F = 1%	G = 0%	H = 0%
Cc1nc2c(-c3ccc(F)cc3)c(C)nn2c(C)c1CCC(=O)NC(C)CCc1ccco1 (stereo not given)
  A = 4%	B = -6%	C = -3%	D = -2%	E = -6%	F = 1%	G = -7%	H = -6%
O=C(/C=C/c1ccc(Cl)cc1)N(c1ccccn1)C1CCCCC1
  A = -2%	B = -4%	C = -6%	D = -5%	E = 4%	F = 15%	G = -1%	H = -16%
COC(=O)c1ccc(S(=O)(=O)N2CCN(C)CC2)n1C
  A = -8%	B = -5%	C = 3%	D = 0%	E = ·	F = 2%	G = -1%	H = ·
Cc1ccc(CNC(=O)CSc2nc3[nH]ncc3c(=O)[nH]2)cc1
  A = -2%	B = -13%	C = 4%	D = -8%	E = 8%	F = 5%	G = 0%	H = 3%
COc1ccc(/C=[N+](\[O-])C2N(c3ccccc3)C(=S)SC2(C)C)cc1OC (stereo not given)
  A = -4%	B = -6%	C = 7%	D = -12%	E = -1%	F = 6%	G = 1%	H = -10%
Cc1ccc(-c2cc(-c3ccc(Cl)cc3)c(C#N)c(N)n2)o1
  A = 1%	B = -9%	C = ?	D = -5%	E = -19%	F = 0%	G = -3%	H = ?
Cc1cc2ccc3ccccc3c2cc1CN(C)C
  A = 6%	B = i	C = -14%	D = 8%	E = -9%	F = 31%[activator]	G = -2%	H = -3%
CCOC(CC(=O)NNC(=O)c1c(-c2c(Cl)cccc2Cl)noc1C)OCC
  A = -3%	B = -10%	C = -2%	D = -4%	E = 11%	F = 1%	G = -2%	H = -3%
O=C(NNC(=O)c1cccnc1)Nc1ccc(Cl)c(Cl)c1
  A = 2%	B = 5%	C = 0%	D = 13%	E = 9%	F = 1%	G = -2%	H = 8%
Cc1ccc2c(C)c(C(=O)Nc3c(C)n(C)n(-c4ccccc4)c3=O)oc2c1C
  A = 4%	B = -1%	C = 9%	D = -4%	E = -2%	F = -3%	G = -5%	H = -17%
O=[N+]([O-])c1ccc(C2(O)CN(c3ccccc3)C3=[N+]2CCS3)cc1 (stereo not given)
  A = -1%	B = -6%	C = ?	D = -1%	E = -5%	F = 73%[activator]	G = 0%	H = ?
Cc1ccc(-c2nn3c(C)nnc3c3ccccc23)cc1S(=O)(=O)N1CCN(CCO)CC1
  A = -12%	B = 15%	C = ?	D = -6%	E = -1%	F = 9%	G = -3%	H = -12%

An excerpt, so the mix of outcomes need not match the whole.
